# Source: PubChem
# Keap1 Nrf2 FP: disrupts human Keap1 binding to Nrf2 peptide | Q14145 | Keap1 Kelch-Nrf2 peptide fluorescence polarization, 1536-well | inhibition, % at 9.4 µM | 0.15% of 340,000 active | AID 504523; in the data active = inhibition above about 12%;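 note: human Keap1 Kelch domain with fluorescein labeled Nrf2 9mer peptide probe; 0% = neutral control wells and 100% = peptide positive control; higher means more block of Keap1 binding to Nrf2 peptide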
# V-ATPase pHluor: alters yeast V-ATPase proton transport; S. cerevisiae, pHLuorin cytosolic pH fluorescence; response, % at 10 µM; 0.37% of 350,000 active; in the data active = response mostly above about 7.3%, no sharp cut-off; inactive = mostly below about 5.4%; note: actives read high; inactives centre near 0; some compounds called inactive have numbers as strong as hits; reference of the scale not given here
# LANA DNA inh: inhibitors of KSHV LANA C-terminal domain DNA binding | MBP-C-LANA/FAM-LBS DNA binding, fluorescence polarization | inhibition, % at 9 µM | 0.078% of 340,000 active;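 active = highest replicate inhibition at or above 60% at 9 µM, even if other replicates fall short; inactive = all replicates below 60% inhibition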;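 note: 0% = neutral control wells and 100% = 4 µM acridine orange control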
# Arr AP2 block: inhibitors of human beta-arrestin and AP2 interaction; FITC-arrestin peptide / GST-AP2 beads, flow cytometry; AP2 beta2 appendage carries R879A mutation; inhibition, % at 10 µM; 0.31% of 340,000 active; AID 504490;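 active = inhibition above a set limit, near 3 SD of compounds lacking own fluorescence, cut at about 54% in these data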;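 note: plate controls were DMSO wells for no effect and 5 µM unlabelled arrestin peptide for full effect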
#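 System: GST-AP2 R879A bound to glutathione beads, E. coli-expressed. Also added: 50 nM FITC-arrestin peptide. Schedule: compound with beads 12 min RT, then probe 1 h RT. Signal: bead flow cytometry, FITC channel. Read-out basis: percent response.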
# RTF Ca sens inh: cardiac RTF calcium desensitization. P19429+P45379. IANBD-labeled cardiac RTF, Ca2+ fluorescence. inhibition, % at 7.15 µM. 0.12% of 340,000 active. AID 493244;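 active = inhibition above the mean inhibition of all tested compounds plus 3 SD, cut at about 17% in these data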;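 note: assay run at fixed EC70 calcium of 1.6 mM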
# DSG3 Ab inh: human desmoglein-3 autoantibody binding inhibition; AID 588358; DSG3-coupled beads, scFv-anti-DSG3-GFP binding, flow cytometry; active compounds read low; P32926; binding (percent of control), % at 10 µM; 0.48% of 310,000 active;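 active = binding more than 3 SD below its plate's average and above zero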;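 note: hits lower antibody fragment binding to DSG3; some compounds called inactive have numbers as strong as hits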
# CAL PDZ FP-1: blocks peptide binding to human CAL PDZ domain. Q9HD26. purified CAL PDZ, TMR-peptide fluorescence polarization, 1 h. inhibition, % at 20 µM. 0.02% of 330,000 active. AID 504414;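 active = highest replicate inhibition of at least 40%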;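 note: plate controls were DMSO neutral control wells for no effect and unlabeled competitor peptide control wells for full effect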
#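 Material: tagged CAL PDZ domain; buffer or medium: 25 mM sodium phosphate pH 7.4, 150 mM NaCl, TCEP, IgG, Thesit; compound dosing: single point, 20 µM; schedule: 1 h incubation at room temperature before polarization reading; measured by: FP readout, S and P plane fluorescence; read-out basis: percent inhibition from loss of millipolarization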
# NSD2 inh: blocks human histone methyltransferase NSD2. O96028. NSD2 peptide methylation, AlphaScreen, 120 min. inhibition, % at 12.5 µM. 0.54% of 310,000 active. AID 743445; in the data active = inhibition above about 50%
# Target sequence (O96028 whole entry, looked up): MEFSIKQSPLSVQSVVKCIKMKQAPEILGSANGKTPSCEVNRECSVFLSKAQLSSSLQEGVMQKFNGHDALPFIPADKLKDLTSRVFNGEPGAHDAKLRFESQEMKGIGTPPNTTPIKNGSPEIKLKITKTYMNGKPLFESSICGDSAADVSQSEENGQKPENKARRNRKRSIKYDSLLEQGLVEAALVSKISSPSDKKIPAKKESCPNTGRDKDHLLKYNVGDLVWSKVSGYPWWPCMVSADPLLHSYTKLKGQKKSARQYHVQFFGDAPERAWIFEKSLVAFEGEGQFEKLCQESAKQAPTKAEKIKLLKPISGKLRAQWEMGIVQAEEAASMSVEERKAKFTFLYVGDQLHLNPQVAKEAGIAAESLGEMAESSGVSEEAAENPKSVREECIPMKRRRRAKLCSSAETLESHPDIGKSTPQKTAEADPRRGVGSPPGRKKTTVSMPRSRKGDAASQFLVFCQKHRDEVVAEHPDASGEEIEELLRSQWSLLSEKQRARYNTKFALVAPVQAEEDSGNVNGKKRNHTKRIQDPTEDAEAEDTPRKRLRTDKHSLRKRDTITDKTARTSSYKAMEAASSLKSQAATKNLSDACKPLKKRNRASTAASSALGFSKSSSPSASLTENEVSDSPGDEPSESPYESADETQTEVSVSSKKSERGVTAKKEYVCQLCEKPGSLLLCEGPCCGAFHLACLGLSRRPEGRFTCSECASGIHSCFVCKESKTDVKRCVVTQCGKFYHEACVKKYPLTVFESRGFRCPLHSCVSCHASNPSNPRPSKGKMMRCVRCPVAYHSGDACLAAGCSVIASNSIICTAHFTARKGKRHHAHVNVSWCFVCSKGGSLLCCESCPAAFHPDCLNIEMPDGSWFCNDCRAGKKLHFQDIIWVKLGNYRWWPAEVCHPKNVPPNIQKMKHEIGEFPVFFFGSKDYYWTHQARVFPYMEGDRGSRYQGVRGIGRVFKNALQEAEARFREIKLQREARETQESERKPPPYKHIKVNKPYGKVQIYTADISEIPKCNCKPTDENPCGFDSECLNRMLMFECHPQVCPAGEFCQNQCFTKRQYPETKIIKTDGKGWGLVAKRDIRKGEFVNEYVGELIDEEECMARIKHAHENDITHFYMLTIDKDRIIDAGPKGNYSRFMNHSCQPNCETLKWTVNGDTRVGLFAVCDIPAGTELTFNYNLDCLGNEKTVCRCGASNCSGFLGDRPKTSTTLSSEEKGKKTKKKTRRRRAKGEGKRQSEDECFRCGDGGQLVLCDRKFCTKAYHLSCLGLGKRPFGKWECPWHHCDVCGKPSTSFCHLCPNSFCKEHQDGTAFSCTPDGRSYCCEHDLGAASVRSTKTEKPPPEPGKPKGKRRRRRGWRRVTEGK
# DAGLB inh: blocks human DAGLB lipase activity; Q8NCG7; HEK293T DAGLB membrane lysate, EnzChek fluorogenic substrate; inhibition, % at 5.17 µM; 0.059% of 340,000 active; AID 504411; in the data active = inhibition above about 34%;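 note: 0% = enzyme with vehicle and 100% = wells lacking enzyme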
# CAL PDZ FP-2: blocks peptide binding to the human CAL PDZ domain | Q9HD26 | purified CAL PDZ, TMR-peptide fluorescence polarization, 1 h | inhibition, % at 24.9 µM | 0.92% of 300,000 active | AID 602252;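 active = mean inhibition of at least 30% with at least half of replicates also reaching 30%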;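 note: 0% = DMSO neutral control and 100% = excess unlabeled competitor peptide PRC23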
# * marks the source's active call; other numbers are inactive results; · = not tested or not shown.
# Below each SMILES – DSG3 Ab inh	CAL PDZ FP-1	RTF Ca sens inh	CAL PDZ FP-2	LANA DNA inh	V-ATPase pHluor	NSD2 inh	Arr AP2 block	Keap1 Nrf2 FP	DAGLB inh
> COC(=O)C1=C(C)N(CC2CC2)C(=O)N[C@H]1c1ccccc1
    104	-0.6	-6	0	0.4	0	·	3	-4	-2
> COc1cccc(NC(=O)CN(C)C(=O)CN2C(=O)c3ccc([N+](=O)[O-])cc3C2=O)c1
    104	-1.2	-5	-3	0.3	4	1	18	1	3
> CCOc1nc(NCCc2ccc(OC)c(OC)c2)nc(NC(C)(C)CO)n1
    103	-1.0	-10	·	-0.7	-3	1	4	-4	1
> C[C@H]1COC(=O)[C@H](Cc2ccc(F)cc2)CC/C=C/C[C@@H](CC(=O)N[C@@H](CO)Cc2ccccc2)C(=O)N1
    97	1.3	-10	0	1.8	-1	·	25	2	-2
> CC(=O)c1cccc(CN2CCN(CCc3ccccc3)C(CCO)C2)c1 (configuration not stated)
    ·	-0.5	0	63*	0.2	-4	1	-6	-2	-1
> CCOC(=O)C1CCCN(C(=O)c2ccc(CNc3c(N4CCC(C)CC4)c(=O)c3=O)cc2)C1 (configuration not stated)
    96	-0.1	2	·	-0.3	0	·	6	-4	-1
> O=C(CSc1nncn1-c1cccnc1)Nc1cccc(C(F)(F)F)c1
    ·	-3.3	-19	-8	0.4	-1	1	3	-4	-2
> CCOC(=O)c1[nH]cnc1C(=O)Nc1ccncc1
    ·	0.1	-9	-1	2.2	-4	4	-10	4	0
> O=C(O)CSCC(=O)N1N=C2/C(=C/c3ccccc3)CCCC2C1c1ccccc1 (configuration not stated)
    115	-1.0	-15	-2	-1.7	3	8	1	-5	5
> COc1ccc(-n2nc(C(=O)NCC(=O)N3CCCCC3)c3ccccc3c2=O)cc1
    99	-1.6	-6	-1	0.0	2	-2	-6	2	0
> Cc1cc(C)c(S(=O)(=O)N(C)CC(=O)NC2CCCC2)c(C)c1
    117	-2.3	-3	-3	-0.6	-2	-5	35	1	-1
> C/C(Cn1nnc([N+](=O)[O-])n1)=N\NC(=O)c1ccccc1Cl
    96	0.1	-1	-8	0.4	2	·	-8	0	1
> O=C(Cc1cccc(NC(=O)C2CCCN(C(=O)C3CC3)C2)c1)Nc1cccc(C(=O)N2CCOCC2)c1 (configuration not stated)
    94	1.1	-6	-1	-0.4	-1	·	35	-3	-1
> c1ccc2c(c1)ncc1cccn12
    112	-2.3	2	-1	0.0	1	0	27	0	3
> CCOc1cc(C2C3=C(CC(C)(C)CC3=O)N(CCOC)C3=C2C(=O)CC(C)(C)C3)ccc1OC
    104	0.1	1	-8	-1.9	1	-1	-21	-3	-3
> CCOc1ccc(NC(N)=O)cc1OCC
    102	·	15	0	1.2	2	3	14	-4	4
> COc1ccc(C2C(C#N)=C(SCC(=O)Nc3ccc(C)cc3)NC3=C2C(=O)CC(C)(C)C3)cc1 (configuration not stated)
    ·	-1.2	5	-2	-0.5	1	-1	25	-2	-6
> CCOc1ccc(-c2cc(C(=O)NCCCn3ccnc3)c3ccccc3n2)cc1
    106	-0.6	1	·	-0.8	-1	0	-21	-3	-1
> COc1ccc(C2CC(c3ccc(OC)cc3)n3nc(NS(C)(=O)=O)nc3N2)cc1 (configuration not stated)
    102	-0.6	-4	2	-18	0	-1	-7	-1	3
> O=[N+]([O-])c1ccccc1CN1CCN(S(=O)(=O)c2ccccc2)CC1
    116	-0.4	2	-5	4.0	3	1	-10	0	-5

# Overlap with the part before: four entries, followed by the next part.
# Below each SMILES – DSG3 Ab inh	CAL PDZ FP-1	RTF Ca sens inh	CAL PDZ FP-2	LANA DNA inh	V-ATPase pHluor	NSD2 inh	Arr AP2 block	Keap1 Nrf2 FP	DAGLB inh
> COc1ccc(C2C(C#N)=C(SCC(=O)Nc3ccc(C)cc3)NC3=C2C(=O)CC(C)(C)C3)cc1 (configuration not stated)
    ·	-1.2	5	-2	-0.5	1	-1	25	-2	-6
> CCOc1ccc(-c2cc(C(=O)NCCCn3ccnc3)c3ccccc3n2)cc1
    106	-0.6	1	·	-0.8	-1	0	-21	-3	-1
> COc1ccc(C2CC(c3ccc(OC)cc3)n3nc(NS(C)(=O)=O)nc3N2)cc1 (configuration not stated)
    102	-0.6	-4	2	-18	0	-1	-7	-1	3
> O=[N+]([O-])c1ccccc1CN1CCN(S(=O)(=O)c2ccccc2)CC1
    116	-0.4	2	-5	4.0	3	1	-10	0	-5
> COC(=O)c1cc(S(=O)(=O)N2CCCCCC2)c[nH]1
    99	0.8	-6	·	0.3	2	·	21	0	1
> Cc1cccc(NC2=C/C(=N/S(=O)(=O)c3cccs3)c3ccccc3C2=O)c1
    98	-2.3	6	0	-2.5	-3	-2	·	-2	9
> CCN(CC)c1ccc(C=C2C(=O)OC(c3ccccc3)OC2=O)cc1 (configuration not stated)
    173	0.3	-6	-1	0.9	1	6	0	-3	2
> O=C(Nc1ccncc1)Nc1ccc(F)cc1
    ·	-2.5	-11	1	-0.6	-3	-4	48	1	4
> CN(c1ccc(O)cc1)c1nc(O)c(C2=c3ccccc3=NC2=O)s1
    ·	4.2	1	2	-1.0	-1	2	-2	-4	19
> C/C(=N/OCC(=O)Nc1ccc(C)cc1C)c1cccs1
    ·	-0.1	0	0	0.1	-7	-3	7	-3	-9
> CCCCC(=O)OC1CCC2C3CCc4cc(O)ccc4C3CCC12C (configuration not stated)
    104	-0.5	5	0	1.4	-3	·	-5	1	-20
> COc1ccccc1NCc1nnc(-c2ccccc2)o1
    122	1.4	-5	-2	1.9	-1	4	8	-2	-1
> Cc1c(C#N)c(O)n(CCO)c(=O)c1N=Nc1ccc2c(c1)COC2=O
    99	-1.3	-6	-1	0.0	2	7	11	-2	1
> O=C(Nc1ccc(Cl)c(S(=O)(=O)N2CCCCC2)c1)c1ccncc1
    103	-3.2	-5	·	-1.4	3	-3	29	-2	-3
> O=C1CCN(C(=O)Cc2ccccc2)c2ccccc21
    98	·	·	·	·	-4	-2	·	·	-10
> CCOc1ccc2[nH]c(C(=O)N/N=C/c3ccc(OC)cc3)cc2c1
    108	0.5	-2	-2	0.9	1	-3	29	0	0
> COc1ccccc1-n1c(C)nnc1SCC(=O)NCc1ccccc1
    86	-2.2	-7	-2	3.8	-1	-2	-4	-1	1
> CN(C)c1nc(-c2cn(CCC#N)c3ccccc23)cs1
    93	0.2	-21	-3	1.3	2	·	3	-8	-2
> COc1ccc(C(=O)NNC(=O)c2cnccn2)cc1[N+](=O)[O-]
    95	-1.3	-9	·	-0.8	9	0	-3	5	-4
> COc1cc(OC)cc(C(=O)NC(=S)N(Cc2ccccc2)C(C)C)c1
    100	-1.9	-4	-3	-3.2	9	-2	8	-7	1
> COc1cc(/C=N/NC(=O)c2cccnc2)ccc1OCC(=O)Nc1ccc(C)cc1
    101	-1.7	-1	6	-3.2	-1	-2	91*	-5	1
> COC(=O)c1scc(C)c1NC(=O)CSc1ccc(Cl)cc1
    111	-0.5	3	-9	0.0	0	-6	5	-7	-2
> O=c1[nH]cccc1-c1nc2ccccc2n1Cc1ccccc1F
    102	-0.5	4	-2	-0.8	0	-3	-1	6	1
> CCC(C)Sc1ccc([C@@H]2[C@@H]3C(=O)N(C)C(=O)[C@@H]3[C@]3(C(=O)OC)CCCCN23)cc1 (some centres not stated)
    109	0.3	3	0	-0.5	4	·	-1	-6	-3

# A second format for three compounds above:
smiles | DSG3 Ab inh | CAL PDZ FP-1 | RTF Ca sens inh | CAL PDZ FP-2 | LANA DNA inh | V-ATPase pHluor | NSD2 inh | Arr AP2 block | Keap1 Nrf2 FP | DAGLB inh
O=[N+]([O-])c1ccccc1CN1CCN(S(=O)(=O)c2ccccc2)CC1 | 116 | -0.4 | 2 | -5 | 4.0 | 3 | 1 | -10 | 0 | -5
COC(=O)c1cc(S(=O)(=O)N2CCCCCC2)c[nH]1 | 99 | 0.8 | -6 | · | 0.3 | 2 | · | 21 | 0 | 1
CN(C)c1nc(-c2cn(CCC#N)c3ccccc23)cs1 | 93 | 0.2 | -21 | -3 | 1.3 | 2 | · | 3 | -8 | -2

# (listing goes on)
# Below each SMILES – DSG3 Ab inh	CAL PDZ FP-1	RTF Ca sens inh	CAL PDZ FP-2	LANA DNA inh	V-ATPase pHluor	NSD2 inh	Arr AP2 block	Keap1 Nrf2 FP	DAGLB inh
> O=c1c(Cl)c(Cl)cnn1Cc1ccc(F)cc1
    97	-1.7	0	4	-2.1	-1	-1	-1	4	1
> CC(=O)Nc1scc(C)c1-c1nc2ccccc2s1
    114	-0.6	1	1	0.5	-3	1	-5	1	-5
> CCCCC(CC)Cn1c(N)c(C#N)c2nc3ccccc3nc21 (configuration not stated)
    97	-0.9	0	-3	-0.4	1	·	7	-3	-4
> Fc1ccccc1Cn1nnc(-c2ccc3c(c2)OCO3)n1
    93	-1.0	-2	-4	-0.4	-5	-3	10	3	-7
> COC(=O)C1=C(C)N(CCc2ccc(OC)cc2)C(=O)C1
    104	0.3	3	·	-0.9	-6	·	12	-5	-1
> O=C(CC(=O)N1CCN(c2ccccn2)CC1)Nc1ccc2nc3n(c(=O)c2c1)CCCCC3
    98	-0.3	-4	-10	-0.8	-4	·	2	0	2
> COc1ccc(/C=N/Nc2nc(-c3cccc(S(=O)(=O)N4CCCC4)c3)cs2)c(OC)c1
    99	0.2	-8	-10	0.2	4	0	12	-8	1
> C=CCn1c(CSCc2ccccc2)nnc1SCC(=O)N1CCN(c2ccccc2)CC1
    203	-1.8	-4	-1	-0.2	7	0	-6	-3	1
> Cc1cc(=O)[nH]c(NN=Cc2cc(Br)ccc2O)n1
    94	-4.0	-10	-5	0.6	-6	1	3	1	2
> COc1cccc(N2CCN(c3ccc4nnc(CCC(=O)Nc5cc(C)ccn5)n4n3)CC2)c1
    ·	-1.1	-3	2	-0.7	-1	3	7	-5	-1
> COc1ccc(NC(=O)C(NC(=O)Cc2cccs2)c2ccccc2)cc1 (configuration not stated)
    127	-2.5	-34	-3	-2.7	1	-2	-4	-3	1
> COCC(=O)N1CCC(Oc2ccc(C(=O)N3C[C@H]4CC[C@H]3C4)cc2)CC1
    106	-1.3	0	-2	-1.0	2	4	-10	-3	0
> CCOc1ccc(-c2nc(=S)[nH][nH]2)cc1
    106	-0.4	4	-1	-2.4	1	0	8	-4	0
> Cc1ccc(NC(=O)Cc2nc(COC(=O)Cc3cccc(C(F)(F)F)c3)cs2)cc1
    102	-3.1	-1	-4	-1.4	6	-2	14	-9	-4
> Cc1[nH]c2ccccc2c1/C=N\NC(=O)Cn1nnc(-c2ccccc2)n1
    83	-2.5	-5	-1	0.5	1	-2	11	-4	0
> COc1cc(OC)cc(C(=O)N2CCC(C(=O)N3CCOCC3)CC2)c1
    124	-0.4	-2	·	0.0	-3	0	5	0	1
> COc1cc(CSc2ncn[nH]2)c(OC)cc1CSc1ncn[nH]1
    101	-0.4	-7	·	-1.7	-4	-2	11	2	-5

# A portion of the library; the hit share may differ from the screen's.
